KDM5B inhibitor: inhibitors of human KDM5B histone demethylase. Q9UGL1. KDM5B demethylase, FDH-coupled NADH fluorescence (FDH is formaldehyde dehydrogenase). Potency, µM (top dose mostly 57.7 µM), for inactives: at the highest dose activity change, negative = inhibition, hits mostly inhibitors. actives 2.6% (n = 220,000). AID 1347165; active = well fitted inhibition curve with a large enough effect; inconclusive = small, poorly fitted or top-dose-only effect; inactive = no such curve, though single readings can be large or run the other way; note: 0% is about no effect; nearly all actives have a fitted effect of over 70% in size
Target sequence (Q9UGL1 whole entry, looked up): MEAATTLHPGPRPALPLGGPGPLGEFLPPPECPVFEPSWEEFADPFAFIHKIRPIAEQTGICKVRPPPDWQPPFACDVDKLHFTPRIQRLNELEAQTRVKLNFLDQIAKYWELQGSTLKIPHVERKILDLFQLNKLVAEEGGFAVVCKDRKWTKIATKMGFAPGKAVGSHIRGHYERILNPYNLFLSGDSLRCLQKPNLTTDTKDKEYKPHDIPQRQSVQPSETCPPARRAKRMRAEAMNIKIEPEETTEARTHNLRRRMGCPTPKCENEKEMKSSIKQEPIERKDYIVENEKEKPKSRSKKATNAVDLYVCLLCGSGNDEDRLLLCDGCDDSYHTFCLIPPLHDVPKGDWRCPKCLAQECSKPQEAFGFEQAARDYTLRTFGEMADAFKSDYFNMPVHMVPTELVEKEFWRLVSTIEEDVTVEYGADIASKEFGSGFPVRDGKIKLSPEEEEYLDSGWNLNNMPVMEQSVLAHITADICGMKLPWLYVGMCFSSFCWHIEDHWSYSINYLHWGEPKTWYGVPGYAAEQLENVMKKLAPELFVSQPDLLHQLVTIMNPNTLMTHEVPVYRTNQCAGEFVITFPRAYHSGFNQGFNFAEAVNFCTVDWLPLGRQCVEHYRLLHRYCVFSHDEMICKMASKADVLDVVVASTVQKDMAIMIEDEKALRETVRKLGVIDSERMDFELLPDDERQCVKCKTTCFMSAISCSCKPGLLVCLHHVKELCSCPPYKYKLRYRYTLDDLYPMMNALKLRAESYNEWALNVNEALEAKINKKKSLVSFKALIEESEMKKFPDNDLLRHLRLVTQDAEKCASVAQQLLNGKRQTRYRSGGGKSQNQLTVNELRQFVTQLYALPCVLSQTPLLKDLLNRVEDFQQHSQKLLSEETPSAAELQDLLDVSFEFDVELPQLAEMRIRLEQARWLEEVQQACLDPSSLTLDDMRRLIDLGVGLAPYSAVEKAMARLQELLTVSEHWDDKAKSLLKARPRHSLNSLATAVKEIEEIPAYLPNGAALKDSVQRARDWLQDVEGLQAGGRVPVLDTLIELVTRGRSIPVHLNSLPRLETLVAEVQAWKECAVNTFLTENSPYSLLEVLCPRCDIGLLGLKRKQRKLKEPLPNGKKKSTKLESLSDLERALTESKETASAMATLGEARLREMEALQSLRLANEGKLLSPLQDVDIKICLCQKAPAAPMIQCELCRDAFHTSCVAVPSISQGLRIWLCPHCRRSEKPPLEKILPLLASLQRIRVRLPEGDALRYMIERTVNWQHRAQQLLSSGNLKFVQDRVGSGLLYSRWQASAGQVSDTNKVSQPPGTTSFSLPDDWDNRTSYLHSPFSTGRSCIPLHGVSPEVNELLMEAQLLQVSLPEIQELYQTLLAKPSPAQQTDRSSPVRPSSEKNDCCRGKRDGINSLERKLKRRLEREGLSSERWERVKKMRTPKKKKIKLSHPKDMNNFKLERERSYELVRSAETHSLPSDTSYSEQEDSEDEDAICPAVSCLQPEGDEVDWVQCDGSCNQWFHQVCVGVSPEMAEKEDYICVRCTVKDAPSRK
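KDM5BΔAP (200 nM final) in 50 mM HEPES pH 7.5, 0.01% Tween-20 was preincubated 10 min at RT with compound over a concentration range. Substrate mix (H3K4me3 12.5 µM, α-KG 25 µM, Fe²⁺, ascorbate, NAD⁺, FDH) was added, and NADH fluorescence change over 30 min gave dose-response curves.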
* marks the source's active call; other numbers are inactive results; i = inactive; u = inconclusive; & = joins results of further samples; [ ] = remark or other dose. Potency is the fitted concentration of half-maximal effect. These rows are one share of the data (hit frequency here may not be typical).

SMILES | KDM5B inhibitor
COCCN1CCC(N2CCN(S(=O)(=O)c3ccc(C)c(C)c3)CC2)C1=O (stereo not drawn) | 7%
CNC(=O)c1ccc(CNC(=O)c2nccnc2N)cc1 | u
CC(C)(C)C(=O)Nc1oc(-c2ccccc2)c(-c2ccccc2)c1C#N | u
Cc1ccccc1C(=O)NCc1ccnc2[nH]ccc12 | u
F[C@@H]1CN(Cc2ccnc3ccccc23)C[C@@H]1OCc1nc2ncccc2[nH]1 | u
CC1CCCCC1NC(=S)NCc1ccncc1 (stereo not drawn) | -26%
COCCN(CCOC)CC[C@@H]1CC[C@H](O)[C@@H](C(=O)Nc2ccccc2)O1 | 21%[86.2 µM]
CNC(=O)[C@@H]1CN(C(=O)CCc2c[nH]c3ccccc23)C[C@H]1c1n[nH]c(C)n1 | -5%
Cc1nccn1CC(=O)N1CCCn2cc(-c3cccc(C#N)c3)nc21 | u
CCCCCC(C)NC(=O)Nc1cc(C(F)(F)F)ccc1Cl (stereo not drawn) | 7%
c1ccc(-c2ccc(CN3CCNCC3)s2)cc1 | 6%
CCc1c(C)sc(NC(=O)c2cccc3ccccc23)c1C#N | 52%[activator]
O=c1c(Cl)c(N2CCN(c3ccccc3)CC2)cnn1-c1nc2ccccc2s1 | 17%
COc1ccc(S(=O)(=O)Nc2cc(N3CCCS3(=O)=O)ccc2C)cc1OC | 11%
COCCNC(=O)C1CN(c2ccc(F)cc2)C(=O)N1 (stereo not drawn) | 5%[86.2 µM]
CCCN1C(=O)S/C(=C/c2cn(C)c3ccccc23)C1=O | -10%
CCN1c2cc(C(=O)Nc3ccc(OC)c(Cl)c3)ccc2C(=O)N2CCCC21 (stereo not drawn) | u
Cc1cccc(NC(=O)CSc2ncc(CO)n2CC(=O)NC2CC2)c1C | 1%
CCCNCC1CCCCC1 | 28%
OC[C@@H]1CN(C2CCCC2)C[C@H]1c1nc(-c2ccncc2)no1 | 20%
COc1ccc(NC(=C(C#N)C#N)C(F)(F)C(F)(F)F)cc1 | u
O=C1CCCCCN1C1CCN(Cc2ccc(C(F)(F)F)cc2)CC1 | -6%
COc1cccc(CNC2CC2)c1OCc1ccccc1 | 13%
COc1ccc(C)cc1Nc1ncnc2c1c(-c1ccccc1)cn2-c1ccc(C)cc1 | u

Taken from above (16 entries):
SMILES | KDM5B inhibitor
CC1CCCCC1NC(=S)NCc1ccncc1 (stereo not drawn) | -26%
COCCN(CCOC)CC[C@@H]1CC[C@H](O)[C@@H](C(=O)Nc2ccccc2)O1 | 21%[86.2 µM]
CNC(=O)[C@@H]1CN(C(=O)CCc2c[nH]c3ccccc23)C[C@H]1c1n[nH]c(C)n1 | -5%
Cc1nccn1CC(=O)N1CCCn2cc(-c3cccc(C#N)c3)nc21 | u
CCCCCC(C)NC(=O)Nc1cc(C(F)(F)F)ccc1Cl (stereo not drawn) | 7%
c1ccc(-c2ccc(CN3CCNCC3)s2)cc1 | 6%
CCc1c(C)sc(NC(=O)c2cccc3ccccc23)c1C#N | 52%[activator]
O=c1c(Cl)c(N2CCN(c3ccccc3)CC2)cnn1-c1nc2ccccc2s1 | 17%
COc1ccc(S(=O)(=O)Nc2cc(N3CCCS3(=O)=O)ccc2C)cc1OC | 11%
COCCNC(=O)C1CN(c2ccc(F)cc2)C(=O)N1 (stereo not drawn) | 5%[86.2 µM]
CCCN1C(=O)S/C(=C/c2cn(C)c3ccccc23)C1=O | -10%
CCN1c2cc(C(=O)Nc3ccc(OC)c(Cl)c3)ccc2C(=O)N2CCCC21 (stereo not drawn) | u
Cc1cccc(NC(=O)CSc2ncc(CO)n2CC(=O)NC2CC2)c1C | 1%
CCCNCC1CCCCC1 | 28%
OC[C@@H]1CN(C2CCCC2)C[C@H]1c1nc(-c2ccncc2)no1 | 20%
COc1ccc(NC(=C(C#N)C#N)C(F)(F)C(F)(F)F)cc1 | u

Other entries.
SMILES | KDM5B inhibitor
CCN(C1CCOCC1)C1CN(C(=O)C2CCCO2)C1 (stereo not drawn) | 24%
C=CCNC(=O)N[C@H]1C[C@@H](C(=O)N[C@@H](Cc2ccc(OC)cc2)C(N)=O)N(C(=O)CC(C)(C)C)C1 | -10%
CCCCn1nc(C(=O)NC2CCS(=O)(=O)C2)c2ccccc2c1=O (stereo not drawn) | 3%
CC(=O)c1ccc(C(=O)NC2CCc3ccccc32)s1 (stereo not drawn) | 11%
CC(=O)Nc1cccc(-c2ccc3c(n2)c(=O)ncn3Cc2ccccc2)c1 | -14%[86.2 µM]
CCC(C)N1CCC(Oc2ccc(C(=O)NCc3ccccn3)cc2)CC1 (stereo not drawn) | 13%
CC(C)NC(=O)c1ccccc1NC(=O)Cn1cnc2c1c(=O)n(C)c(=O)n2C | 12%
COC(=O)C1CCN(C(=O)CC[C@H]2CNC(=O)[C@@H]3[C@@H](CCN3Cc3ccc(OC)cc3)N2C)CC1 | u
Oc1ccccc1N1CCN(c2ncnc3scc(-c4ccc(F)cc4)c23)CC1 | -18%
CCc1nc(NC(=O)C2c3ccccc3C(=O)N(CCOC)C23CCCC3)sc1C (stereo not drawn) | -24%
COc1ccc(OCc2nc(C)c(CCO)c(=O)n2CC(=O)Nc2ccc(C)cc2C)cc1 | 13%
O=C(Cn1nc(-c2ccc(Cl)cc2)c2ccccc2c1=O)Nc1cccc(C(F)(F)F)c1 | u
Cc1ccc2c(=O)c(C(=O)c3cccc(Cl)c3)cn(CC(=O)NCc3ccc(F)cc3)c2n1 | 13%
CCOC(=O)c1cc(-c2c(Cl)cccc2Cl)no1 | 6%
CCc1nn(CC(=O)NCCc2ccc(OC)cc2OC)c(=O)c2cc3occc3n12 | u
Cn1c(=O)c(=O)n(C)c2cc(S(=O)(=O)N3CCCC3C(=O)Nc3cccc(F)c3)ccc21 (stereo not drawn) | -20%
Cn1ncc(N2CCC(CNC(=O)c3cn4ccsc4n3)C2)cc1=O (stereo not drawn) | 24%
CN(CC(=O)N(C)c1c(N)n(Cc2ccccc2)c(=O)[nH]c1=O)Cc1cccc2ccccc12 | -9%
COc1ncccc1C(=O)N1CCCC(c2[nH]ncc2Cc2ccccc2)C1 (stereo not drawn) | -18%
COc1cc(NC(=S)N(C)CCC#N)c(OC)cc1Cl | 20%
COc1cccc(CNCC2(CO)C[C@@H](O)[C@@H](O)C2)c1 (stereo partly drawn) | 1%&-14%[115 µM]
COCCCn1c(C)cc(C(=O)N[C@@H]2CN(C)C[C@H]2CN(C)C)c1C | -22%
COc1ccc(OC)c(-c2cc(C(=O)NC3CCCC3)c3ccccc3n2)c1 | 13%
COc1ccc(NC(=O)[C@@H]2C[C@@H](c3ccc(F)cc3)N(Cc3ccccc3)C2)cc1 | -20%[86.2 µM]
O=C1Cc2ccccc2C(=O)N1c1ccc(F)cc1Cl | u
COc1ccc(NC(=O)CSc2ccc(-c3cccs3)nn2)cc1 | -11%
O=S(=O)(c1ccccc1)C1Cc2ccccc2C1Cl (stereo not drawn) | 2%
CCCCn1nc(C(=O)N2CCCSc3ccccc32)c2ccccc2c1=O | 0%
CC(C)CNC(=O)N1CCC2(CC1)N(Cc1cccc(F)c1)C(=O)CS2=O (stereo not drawn) | 20%
O=C(CCn1ccc2ccccc21)NC1CCCCCC1 | -11%
COc1cccc(CNC(=O)c2c(C)oc3ncnc(N4CCOCC4)c23)c1 | -3%
O=C(C1NCCc2[nH]cnc21)N1CCc2nnc(-c3ccccc3)n2CC1 (stereo not drawn) | -24%
CCCCNC(=O)c1cccc2ccccc12 | 7%
CSc1ccc(-c2nc3c(C)cccn3c2Nc2ccc3c(c2)OCCO3)cc1 | u
COc1ccc(C(=O)Nc2ccc(-c3noc([C@@H]4CCCN4Cc4ccco4)n3)cn2)cc1 | u
CCCNC(=O)Cc1csc2nc(C)c(-c3cc(C)n(-c4cc(Cl)ccc4C)n3)c(=O)n12 | 28µM*
COc1ccc(NC(=O)Cc2c(C(=O)O)[nH]c3ccccc23)cc1OC | 4%
NC(=O)c1cccc(CN2CCCC3(Cc4ccccc4N(C(=O)c4ccc(Cl)cc4)C3)C2)c1 (stereo not drawn) | -13%[115 µM]
Cc1noc(-c2ccc(OC3CN(C(=O)c4ccoc4)C3)cc2)n1 | 12%
COc1ccc(Br)cc1CNC(=O)c1cc(=O)[nH]c2ccc(S(=O)(=O)N3CCCCC3)cc12 | -36%
O=c1c2cnc3c(-c4ccccc4)cnn3c2ccn1CCN1CCOCC1 | 2%
CCOC(=O)c1sc2ccccc2c1S(=O)(=O)N1CCN(c2ccccc2)CC1 | -21%
COc1ccc(S(=O)(=O)N2Cc3ccccc3CC2C(=O)Nc2cccc(C)c2)cc1OC (stereo not drawn) | -11%[11.5 µM]
CNC(=O)[C@@H](C1CC1)N1CCC[C@H]1C(=O)NC(C)(C)C | 1%[115 µM]
CC(C)(C)c1ccccc1NC(=O)CSc1nc2ncc(Br)cc2[nH]1 | 2%
O=S(=O)(Nc1ccc2oc(-c3ccc(Cl)cc3)nc2c1)c1ccccc1 | u
C[C@]1(CO)[C@H]2Cc3sc(NC(=O)c4ccco4)nc3[C@@H](CC(=O)O)[C@]2(C)CC[C@H]1O | -23%[86.2 µM]
COc1ccc(CCNS(=O)(=O)c2ccc(F)c(C(=O)Nc3ccc(Cl)cc3)c2)cc1OC | u
COc1ccc(CCC(=O)N2CCCC2c2nc(C3CCOCC3)no2)cc1 (stereo not drawn) | u
COC(=O)C1=C(N)Oc2cc(C)n(Cc3ccccc3)c(=O)c2C1c1ccccc1OC (stereo not drawn) | 3%
Cc1onc(-c2ccccc2)c1C(=O)Nc1nncs1 | 31%
CC(C)(C)NC(=O)N1CCC(OC2CCN(S(C)(=O)=O)CC2)CC1 | 40%
COCc1noc([C@@H]2CC(F)(F)CN2C(=O)COc2ccccc2)n1 | 15%
CN(C)c1ccc(C(CNS(=O)(=O)c2ccc(Br)cc2)N2CCOCC2)cc1 (stereo not drawn) | -22%
CC(=O)N1C[C@@H]2CCCN3CCC[C@@H]([C@H]23)[C@H]1CCCC(=O)NCCN1CCCCC1 | 22µM*
O=C(Cn1nc2c(cc1=O)CCCCC2)NC1CCCC1 | -7%
CCCCCCn1nc(C(=O)OCC(=O)Nc2ccc(C(N)=O)cc2)c2ccccc2c1=O | 19%
COc1cc(NC(=O)CN2CCN(c3ccc(F)cc3)CC2)cc(OC)c1 | -21%
COc1cc(C(=O)O)c(Br)c(OC)c1OC | 16%
CCn1cc(/C=C(\NC(=O)c2ccc(C)cc2)C(=O)NCCCn2ccnc2)c2ccccc21 | -18%
The list goes on.
SMILES | KDM5B inhibitor
O=C(c1cnc2c(c1)N(C(=O)CCc1ccccc1)CCC2)N1CCC(c2ccccc2)CC1 | 1%
COc1cccc(CCNC(=O)c2c(C)noc2-c2ccco2)c1 | -27%
O=C(c1ccoc1)N1CCC2(CC1)NC(=O)N(c1ccccc1Cl)N2 | 19%
O=C1Nc2ccccc2CC12CCCN2CC1CC1 (stereo not drawn) | -14%[149 µM]
CCNC(=O)CN1C(=O)NC(CCc2ccccc2)(C2CCNCC2)C1=O (stereo not drawn) | 10%
COCCn1c(SC(C)C(=O)c2cccc(Cl)c2)nnc1-c1ccc(Cl)cc1 (stereo not drawn) | 13%
COc1cc(OC)c2cc(C(=O)N[C@@H](C)C(=O)Nc3ccc4c(c3)OCCO4)n(C)c2c1 | u
O=C(c1cc2sccc2[nH]1)N1CC2CC(C1)[C@@H]1CCCC(=O)N1C2 (stereo partly drawn) | -11%
c1csc(-c2cc(CSc3nnc(-c4ccncc4)o3)no2)c1 | 17%
Cc1cc(C)cc(OCc2cc(=O)n3c(-c4ccccc4)csc3n2)c1 | -4%
COCc1nnc(NC(=O)CCn2ccc3ccc(Br)cc32)s1 | 0%
CCCOc1cc(C)c2c(c1C)C[C@H](C(C)C(=O)N1CCOCC1)CC2 (stereo partly drawn) | -24%[86.2 µM]
CC1=C(C(N)=O)C(c2ccc(F)cc2)n2nc(-c3ccc(N(C)C)cc3)nc2N1 (stereo not drawn) | u
O=C(Cc1ccccc1)N1CCC2(CC1)CC(N(Cc1ccc(F)cc1)C1CC1)CCO2 (stereo not drawn) | 4%
Cc1sc(NC(=O)C2CC2)c(C#N)c1C | 9%
O=C(Nc1ccc(Br)cc1)c1cc(S(=O)(=O)N2CCc3ccccc32)ccc1F | u
COc1ccc(C(C)=O)cc1COC(=O)C1(c2cccc(F)c2)CCCC1 | 9%
Cc1cc(CNC(=O)COc2ccc3ccccc3c2)c2ccccc2n1 | 5%
COc1ccc(-c2noc(-c3nnn4c3COC(c3ccc(C)cc3C)C4)n2)cc1OC (stereo not drawn) | 30%
CC(=O)N1CCOc2cc(S(=O)(=O)Nc3cccc(C(F)(F)F)c3)c(Cl)cc21 | -17%
O=C1Nc2ccccc2CC12CCCN(Cc1ccccc1)C2 (stereo not drawn) | 30%[activator][149 µM]
CN1C(=O)C2(CCN([S+](=O)([O-])c3cccs3)C2)c2ccccc21 (stereo not drawn) | -20%
COc1ccc(CN2C(=O)C(=O)c3cc(C)ccc32)cc1OC | 13%
C#CCN(C)C(=O)c1onc(-c2ccc(Cl)cc2)c1[C@H](C)O | -16%[86.2 µM]
O=C(NC1CC1)C1(c2ccc(Cl)cc2)CCOCC1 | -7%[149 µM]
CN(C)c1cc(=O)c2ccnc(-c3cccc(CO)c3)c2o1 | i
CC(C)CCNC(=O)c1ccc2nc(CCc3ccccc3)oc2c1 | 8%
CC(C)c1ccc(C(=O)N[C@H](C2CCNCC2)C2CC(O)C2)c(=O)n1C (stereo partly drawn) | 25µM*
NC(=O)[C@H](CCC(=O)O)NC(=O)C1=C[C@@H](NC(=O)CC2(CC(=O)O)CCCC2)[C@@H](O)[C@H](O)C1 | -13%
Cc1cccc(CNC(=O)c2ccccc2NC(=O)c2cccs2)c1 | u
Cc1cc(=S)[nH]c2ccccc12 | 5%
